Tcruzi prolif: blocks T. cruzi growth in NIH3T3 culture; inhibition, % at 8.34 µM; 77,000 compounds, 5.9% hits; T. cruzi beta-gal in NIH3T3, GalScreen luminescence, 90 h;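 active means mean inhibition above about 93%, with at least 55% of replicates each passing it, limit read from the data, passing the limit was not always enough; inconclusive means only one of those two conditions holds; inactive means neither condition holds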
C diff HTS: C. difficile growth inhibition | Clostridium difficile clinical isolate growth, OD600, 24 h; hits give low values | growth activity, negative = inhibition, % at 16 µg/mL (by protocol) | 86,000 compounds, 0.25% hits;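 active means mean growth activity at or below -80% and every replicate also at or below -80%; inconclusive means mean at or below -80% but some replicate above -80%; inactive means mean growth activity above -80%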;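 further: 0% = DMSO wells and -100% = levofloxacin 16 µg/mL wells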
GASC1 inh: inhibitors of human demethylase GASC-1 KDM4C; Q9H3R0; inhibition, % at 12.5 µM; GST-KDM4C 2-372, H3K9me3 peptide, LANCE TR-FRET; 96,000 compounds, 0.15% hits;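 active means mean replicate inhibition above about 25%, with at least 55% of replicates also reaching it, limit read from the data, passing the limit was not always enough; inconclusive means only one of those two conditions met; inactive means neither condition met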
Target sequence (Q9H3R0 2-372 limits assumed): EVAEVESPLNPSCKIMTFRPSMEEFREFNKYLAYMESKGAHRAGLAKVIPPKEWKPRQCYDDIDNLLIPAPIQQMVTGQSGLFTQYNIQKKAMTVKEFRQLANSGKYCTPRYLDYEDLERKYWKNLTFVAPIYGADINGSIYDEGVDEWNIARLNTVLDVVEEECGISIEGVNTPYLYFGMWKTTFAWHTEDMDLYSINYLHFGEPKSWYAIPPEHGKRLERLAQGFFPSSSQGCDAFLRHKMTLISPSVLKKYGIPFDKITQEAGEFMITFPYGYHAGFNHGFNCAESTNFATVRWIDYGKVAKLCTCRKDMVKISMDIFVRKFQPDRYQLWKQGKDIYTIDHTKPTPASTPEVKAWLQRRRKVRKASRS
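Material: N-terminal GST-fused human GASC-1 (KDM4C) fragment, residues 2-372. Input: 10 nM enzyme. Incubation: enzyme reaction 30 min, then detection 60 min, both room temperature. Doses: one test concentration per compound. Read-out basis: inhibition from TR-FRET ratio decrease. Detection: LANCE TR-FRET, excitation 340 nm, emissions 618 and 671 nm.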
Pf Dd2 growth: P. falciparum Dd2 growth inhibition. 94,000 compounds, 2.3% hits. SYBR Green, 72 h; hits give low values. activity change, % at 10 µM; in the data active means activity change below about -80%; inconclusive means no clear call, values can overlap the other calls
* marks the source's active call; other numbers are inactive results; & = joins results of further samples. Random draw from the library (roughly 6.7% active in at least one column).

`CO[C@H]1CN(C)C(=O)c2cc(NS(=O)(=O)c3ccccc3Cl)ccc2OC[C@@H](C)NC[C@H]1C` gave Tcruzi prolif -39, GASC1 inh -0.5 and Pf Dd2 growth 5.
For C[C@H]1CN([C@@H](C)CO)C(=O)Cc2cc(NC(=O)Cn3cnnn3)ccc2O[C@@H]1CN(C)C(=O)Nc1ccc(F)cc1 the results were Tcruzi prolif 0, GASC1 inh 0.9 and Pf Dd2 growth 35.
For O=C([C@H]1[C@H](CO)[C@H]2Cn3c(ccc(-c4ccncc4)c3=O)[C@@H]1N2Cc1cccnc1)N1CCOCC1 the results were Tcruzi prolif 38, C diff HTS 6, GASC1 inh -1.1 and Pf Dd2 growth 4.
Screening C[C@@H]1CN([C@@H](C)CO)C(=O)c2cc(NC(=O)Nc3ccc(F)cc3)ccc2O[C@@H]1CN(C)C(=O)Nc1cccc2ccccc12 returned C diff HTS 5, GASC1 inh -2.7 and Pf Dd2 growth -20.
`Cc1cc(C(=O)Nc2ccc3c(c2)C(=O)N(C)[C@@H]2CC[C@H](CC(=O)N[C@H](C)c4ccccc4)O[C@@H]2CO3)no1` gave Tcruzi prolif 39, C diff HTS -3, GASC1 inh 0.8 and Pf Dd2 growth -4.
O=C(c1cccnc1)N1CCCCN2[C@H](CO)[C@H](c3ccc(C#Cc4cccnc4)cc3)[C@@H]2C1 was read as Tcruzi prolif 72, C diff HTS -1, GASC1 inh 1.7 and Pf Dd2 growth 22.
For C[C@H](CO)N1C[C@H](C)[C@H](CN(C)Cc2ccccc2F)Oc2cc(C#CC3CC3)ccc2S1(=O)=O the results were Tcruzi prolif 38, C diff HTS 21, GASC1 inh -0.6 and Pf Dd2 growth -2.
N#C[C@@H]1[C@H](c2ccccc2-c2cccc(F)c2)[C@H](CO)N1C(=O)CN1CCOCC1 was read as C diff HTS 10, GASC1 inh 0.5 and Pf Dd2 growth 20.
Screening COCC(=O)Nc1ccc2c(c1)[C@H]1C[C@H](CC(=O)OC)O[C@H](CO)[C@H]1O2 returned Tcruzi prolif -5, C diff HTS 0, GASC1 inh 1.3 and Pf Dd2 growth 3.
For CC(C)NC(=O)N(C)C[C@H]1Oc2ccc(NC(=O)CCC(F)(F)F)cc2C(=O)N([C@H](C)CO)C[C@@H]1C the results were Tcruzi prolif -22&35, C diff HTS 1&-1, GASC1 inh 0.6 and Pf Dd2 growth 29&18.
COc1ccc(S(=O)(=O)N(C)C[C@@H]2OCc3ccccc3-c3c(n(C)c4ccccc34)C(=O)N([C@@H](C)CO)C[C@H]2C)cc1 was read as Tcruzi prolif 61, GASC1 inh -1.7 and Pf Dd2 growth -57.
C[C@H]1CN([C@@H](C)CO)S(=O)(=O)c2ccc(C#CC3CCCC3)cc2O[C@H]1CN(C)C(=O)c1cccc(F)c1 was read as Tcruzi prolif 124*, GASC1 inh -0.2 and Pf Dd2 growth -56.
For N#C[C@H]1[C@H](c2ccc(C#Cc3cccc(F)c3)cc2)[C@@H](CO)N1C(=O)C1CC1 the results were Tcruzi prolif 102*, C diff HTS -6, GASC1 inh 2.2 and Pf Dd2 growth -24.
CN1C(=O)c2cc(NS(C)(=O)=O)ccc2OC[C@H]2O[C@@H](CC(=O)NCc3ccccc3)CC[C@@H]21 was read as Tcruzi prolif -7, C diff HTS 3, GASC1 inh 0.9 and Pf Dd2 growth -1.
`C[C@H]1CN([C@@H](C)CO)C(=O)c2cc(C#CCN(C)C)cnc2O[C@H]1CN(C)C(=O)Cc1ccncc1` gave Tcruzi prolif 15, C diff HTS 1, GASC1 inh 0.1 and Pf Dd2 growth 47.
CNC[C@@H]1Oc2ccc(NC(=O)Nc3cccc4ccccc34)cc2C(=O)N([C@@H](C)CO)C[C@@H]1C was read as Tcruzi prolif -1, C diff HTS 0, GASC1 inh -1.1 and Pf Dd2 growth 23.
`O=C(N[C@@H]1C=C[C@H](CC(=O)N2CCc3ccccc3C2)O[C@H]1CO)C1CCOCC1` gave C diff HTS 2, GASC1 inh 0.0 and Pf Dd2 growth -7.
Screening C[C@@H]1CN([C@@H](C)CO)C(=O)c2cc(N(C)C)ccc2O[C@@H](C)CCCCO[C@H]1CN(C)S(=O)(=O)c1ccccc1 returned Tcruzi prolif 32, C diff HTS -6, GASC1 inh 0.0 and Pf Dd2 growth -63.
Screening C[C@@H]1CN([C@H](C)CO)C(=O)c2cc(NC(=O)Nc3cccc4ccccc34)ccc2O[C@H]1CN(C)C(=O)Nc1ccccc1 returned Tcruzi prolif 46, C diff HTS -4, GASC1 inh -1.3 and Pf Dd2 growth -42.
`C[C@@H]1CCCCO[C@H](CN(C)CC2CCCCC2)[C@@H](C)CN([C@H](C)CO)C(=O)c2cc(NC(=O)Nc3ccccc3)ccc2O1` gave Tcruzi prolif 109*, C diff HTS 10, GASC1 inh 0.6 and Pf Dd2 growth -58.
`CC(C)NC[C@H]1[C@@H](c2ccc(-c3ccccc3)cc2)[C@@H](CO)N1CC1CC1` gave Tcruzi prolif 74, C diff HTS 9, GASC1 inh -1.4 and Pf Dd2 growth -35.
Screening COc1ccccc1CNC(=O)C[C@H]1C[C@@H]2c3cc(N(C)C)ccc3O[C@@H]2[C@H](CO)O1 returned Tcruzi prolif 86, C diff HTS -8, GASC1 inh 11 and Pf Dd2 growth -62.
Screening Cc1ccc(-c2ccc(C3[C@H]4CNC[C@@H]3N4C(=O)Nc3ccccc3Cl)cc2)cc1 (stereo partly specified) returned C diff HTS 59&9, GASC1 inh -1.3&-2.0 and Pf Dd2 growth 19&22.
For O=C(C[C@@H]1C=C[C@H](NC(=O)Nc2cc(F)ccc2F)[C@@H](CO)O1)NCCCN1CCOCC1 the results were Tcruzi prolif -54, GASC1 inh 25 and Pf Dd2 growth -22.
For O=C(C[C@@H]1CC[C@H]2[C@@H](COC[C@H](O)CN2C(=O)Nc2cccc(Cl)c2)O1)N1CCCCC1 the results were Tcruzi prolif -36, C diff HTS 49&43, GASC1 inh 1.7 and Pf Dd2 growth 12.
`O=C(Cc1ccccc1)N1CC(=O)N2[C@@H](CO)[C@@H](c3ccc(C#Cc4ccccc4)cc3)[C@@H]2C1` gave C diff HTS -6, GASC1 inh -1.3 and Pf Dd2 growth 17.
Screening C[C@@H]1CN([C@@H](C)CO)C(=O)c2cccc(NS(=O)(=O)c3ccc(Cl)cc3)c2O[C@H]1CN(C)Cc1ccc(Cl)c(Cl)c1 returned Tcruzi prolif 67, C diff HTS 8, GASC1 inh -2.3 and Pf Dd2 growth -47.
For CO[C@H]1CN(C)C(=O)c2ccc(NC(=O)c3ccccc3)cc2OC[C@H](C)N(C(=O)CN(C)C)C[C@@H]1C the results were C diff HTS -1 and Pf Dd2 growth 36.
Screening O=C(Nc1ccc2c(c1)OCO2)N[C@@H]1CC[C@H](CCNC(=O)C2CC2)O[C@H]1CO returned Tcruzi prolif -3, GASC1 inh 0.2 and Pf Dd2 growth 7.
For Cc1noc(C)c1NC(=O)Nc1ccc2c(c1)CC(=O)N([C@H](C)CO)C[C@H](C)[C@H](CN(C)Cc1ccncc1)O2 the results were Tcruzi prolif 26, C diff HTS 3, GASC1 inh 9.4 and Pf Dd2 growth 6.
`CC(C)C#Cc1cnc2c(c1)C(=O)N([C@@H](C)CO)C[C@@H](C)[C@H](CN(C)C(=O)Nc1cc(F)ccc1F)O2` gave Tcruzi prolif 53, C diff HTS -3 and GASC1 inh 5.0.
C[C@@H]1CN([C@H](C)CO)S(=O)(=O)c2ccc(C#Cc3ccc(F)cc3)cc2O[C@H]1CN(C)C(=O)NC1CCCC1 was read as Tcruzi prolif 86, C diff HTS 17, GASC1 inh -5.2 and Pf Dd2 growth 4.
For CCCNC(=O)N[C@@H]1CC[C@H](CCn2cc(-c3cccc(F)c3)nn2)O[C@H]1CO the results were Tcruzi prolif 8, GASC1 inh -1.0 and Pf Dd2 growth 14.
Screening C[C@@H]1CCCCO[C@@H](CN(C)Cc2ccc(C(=O)O)cc2)[C@@H](C)CN([C@@H](C)CO)C(=O)c2cc(NS(C)(=O)=O)ccc2O1 returned Tcruzi prolif 32, C diff HTS 5, GASC1 inh 1.6 and Pf Dd2 growth -32.
Screening CO[C@H]1CN(C)C(=O)c2cc(NS(C)(=O)=O)ccc2OC[C@@H](C)N(CCC(F)(F)F)C[C@H]1C returned Tcruzi prolif 14, GASC1 inh 0.2 and Pf Dd2 growth 27.
Screening CC(C)NC(=O)Nc1ccc2c(c1)C(=O)N([C@@H](C)CO)C[C@H](C)[C@@H](CN(C)S(=O)(=O)c1cccs1)OCCCC[C@H](C)O2 returned C diff HTS 8 and GASC1 inh 0.6.
`COc1cccc(S(=O)(=O)N2CC[C@@H]3[C@H]2c2cc(-c4ccc(C#N)cc4)ccc2N[C@@H]3CO)c1` gave Tcruzi prolif 23, C diff HTS -1, GASC1 inh -1.5 and Pf Dd2 growth 17.
Screening CC(C)NC(=O)Nc1cccc2c1O[C@H](CN(C)Cc1ccc(Cl)c(Cl)c1)[C@H](C)CN([C@@H](C)CO)C2=O returned Tcruzi prolif 20, C diff HTS 3, GASC1 inh 1.7 and Pf Dd2 growth -25.
For C[C@@H]1CN([C@@H](C)CO)C(=O)c2cccc(NC(=O)c3nc4ccccc4s3)c2O[C@H]1CN(C)C(=O)Nc1ccc(C(F)(F)F)cc1 the results were Tcruzi prolif 88, C diff HTS -1, GASC1 inh -0.6 and Pf Dd2 growth -90*.
Screening C[C@@H]1CN([C@H](C)CO)C(=O)c2cc(-c3ccc(F)cc3)cnc2O[C@H]1CN(C)CC1CCCCC1 returned Tcruzi prolif 59, C diff HTS 6, GASC1 inh 0.5 and Pf Dd2 growth -61.
N#C[C@H]1[C@@H](c2ccc(-c3ccccc3)cc2)[C@@H](CO)N1C(=O)Cc1ccncc1 was read as Tcruzi prolif 93, C diff HTS 8, GASC1 inh -3.1 and Pf Dd2 growth 16.
For C/C=C/c1ccccc1[C@@H]1[C@@H](C#N)N(C(=O)CN2CCOCC2)[C@@H]1CO the results were C diff HTS -4, GASC1 inh 2.1 and Pf Dd2 growth 42.
COc1ccc(CN(C)C[C@@H]2Oc3ccc(NC(=O)Nc4ccc(C(F)(F)F)cc4)cc3C(=O)N([C@H](C)CO)C[C@@H]2C)cc1 was read as Tcruzi prolif 48, C diff HTS 2, GASC1 inh -2.0 and Pf Dd2 growth -65.
`O=C(Nc1ccccc1F)N1C[C@H]2[C@@H](c3ccccc31)[C@@H](CO)N2C(=O)Cc1cccnc1` gave Tcruzi prolif 3, C diff HTS 7, GASC1 inh 1.5 and Pf Dd2 growth 14.
CS(=O)(=O)Nc1ccc2c(c1)[C@H]1C[C@H](CC(=O)O)O[C@@H](CO)[C@H]1O2 was read as C diff HTS -1, GASC1 inh 0.2 and Pf Dd2 growth -13.
`COCC(=O)NC[C@H]1[C@@H](c2ccccc2)[C@@H](CO)N1C(=O)c1ccccc1` gave Tcruzi prolif -4, C diff HTS -3, GASC1 inh 2.7 and Pf Dd2 growth -11.
`COCC#Cc1ccc2c(c1)O[C@@H](CN(C)Cc1ccccn1)[C@H](C)CN([C@@H](C)CO)S2(=O)=O` gave Tcruzi prolif 0, C diff HTS 1, GASC1 inh 3.7 and Pf Dd2 growth -50.
Screening CCCNC(=O)N1[C@H](CO)[C@@H]2c3ccccc3N(C(=O)c3ccccc3)C[C@@H]21 returned Tcruzi prolif 12, C diff HTS -6, GASC1 inh -1.4 and Pf Dd2 growth 3.
`CCCNC(=O)Nc1ccc2c(c1)OC[C@H](C)N(Cc1ccccn1)C[C@@H](C)[C@@H](OC)CN(C)C2=O` gave Tcruzi prolif 12, GASC1 inh 2.3 and Pf Dd2 growth -5.
Screening C[C@@H]1CN([C@@H](C)CO)C(=O)c2cc(NS(=O)(=O)c3cn(C)cn3)ccc2O[C@@H]1CN(C)S(=O)(=O)c1cn(C)cn1 returned Tcruzi prolif 16, GASC1 inh 0.5 and Pf Dd2 growth 35.
`CC(C)CC#Cc1ccc([C@@H]2[C@H](CO)N3C(=O)CN(S(=O)(=O)c4cccc(F)c4)C[C@@H]23)cc1` gave C diff HTS -11, GASC1 inh 0.9 and Pf Dd2 growth -2.
Screening C[C@H]1CN([C@@H](C)CO)C(=O)c2cc(NS(=O)(=O)c3cccs3)ccc2O[C@H]1CN(C)Cc1ccc(-c2ccccc2)cc1 returned Tcruzi prolif inconclusive, C diff HTS 16, GASC1 inh -1.6 and Pf Dd2 growth 8.

Arranged by length of the SMILES (descending): some entries from above.
`COCC#Cc1ccc2c(c1)O[C@@H](CN(C)Cc1ccccn1)[C@H](C)CN([C@@H](C)CO)S2(=O)=O` gave Tcruzi prolif 0, C diff HTS 1, GASC1 inh 3.7 and Pf Dd2 growth -50.
`O=C(Nc1ccccc1F)N1C[C@H]2[C@@H](c3ccccc31)[C@@H](CO)N2C(=O)Cc1cccnc1` gave Tcruzi prolif 3, C diff HTS 7, GASC1 inh 1.5 and Pf Dd2 growth 14.
CS(=O)(=O)Nc1ccc2c(c1)[C@H]1C[C@H](CC(=O)O)O[C@@H](CO)[C@H]1O2 was read as C diff HTS -1, GASC1 inh 0.2 and Pf Dd2 growth -13.

Bioassay records (PubChem)
